Source: PubChem BioAssay
SUMO Mot1 rescue – yeast Mot1-301 growth rescue at high temperature, primary screen, SUMOylation pathway inhibitor project, S. cerevisiae, ATP luminescence, 38.5C | growth rescue, % at 18.8 µM | 320,000 tested, 1% active | S. cerevisiae Mot1-301 growth rescue; percent above DMSO median, 100 means doubled;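 active means every valid replicate shows activation above 250% relative to neutral control wells; inactive means the rest, any valid replicate at or below 250%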;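 further: OY570 slx delta 5 strain wells were the positive control but not used for scaling; some compounds called inactive have numbers as strong as hits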
Active calls of the source: *.

Molecule,SUMO Mot1 rescue
O=C(O)c1nn(-c2ccccc2-c2n[nH]c(=O)[nH]c2=O)c(=O)[nH]c1=O,149
Cc1oc2c(c1C(=O)N1CCC(C)CC1)C(=O)c1ccccc1C2=O,10
CC(=O)OC1CCC2(C)C(CCC3C2CC(OC(C)=O)C2(C)C3C[C@@H]3O[C@]4(CC[C@@H](C)CO4)[C@@H](C)C32)C1 (some centres undefined),166
COc1ccc(/C=C(\C#N)C(=O)OCC(=O)NCc2ccc(Cl)cc2)cc1,3
CC(=O)OCC1O[C@@H](O[C@@H]2C[C@H]3C(C)(C)[C@H](OC(C)=O)CC[C@]3(C)[C@H]3CC[C@]45C[C@]4(CC[C@H]5[C@@H](C)C[C@@H](O)[C@H](O)C(C)(C)O)[C@@]32C)[C@H](O)[C@@H](O)[C@@H]1O (some centres undefined),-11
O=C(C1CCN(c2ncnc3c2sc2cccc(F)c23)CC1)N1CCCC1,17
Cc1ccc(C=C2C(Cl)=C(Cl)C(Cl)=C2Cl)cc1,-20
Cc1cc(C)c2c(=O)n(CC(=O)NCCCN3CCN(c4ccccc4F)CC3)sc2n1,42
Cc1ccc(C(=O)N2CCN(c3ncnc4c(-c5ccccc5)nsc34)CC2)cc1,-3
CC(C)c1ccccc1NC(=O)c1ccc(CN(c2ccccc2)S(=O)(=O)c2ccccc2)cc1,-5
Cc1nc2sccn2c(=O)c1CCN1CCC(=C(c2ccccc2)c2ccc(F)cc2)CC1,97
CC12CCC(C(=Nc3ccc(N=C4C(=O)C5(C)CCC4C5(C)C)cc3)C1=O)C2(C)C,25
COC(=O)c1ccc(C2c3c(oc4cc(C)c(C)cc4c3=O)C(=O)N2CCCN(C)C)cc1 (centres undefined),-9
COC(=O)c1ccc(C(=O)OC)c(N)c1,2
Cc1nc2c(c(=O)n1CCC(C)C)c1nc3ccccc3nc1n2Cc1ccc2c(c1)OCO2,-17
CC(=O)NC[C@H]1CN(c2ccc(N3CCOCC3)c(F)c2)C(=O)O1,15
CC(Cc1ccc(O)c(O)c1)C(C)Cc1ccc(O)c(O)c1 (centres undefined),553*
CC1=C(C(=O)Nc2ccccc2)C(c2ccco2)C(C#N)=C(SCc2ccccc2)N1 (centres undefined),32
O=C(NCc1ccc(/C=c2\sc3n(c2=O)CCN=3)o1)C(=O)Nc1ccccc1,-13
Cc1ccccc1OCCOc1ccccc1C=C(C#N)C#N,15
Cn1c(SCC(=O)NNC(=S)Nc2ccccc2)nnc1-c1ccncc1,3
O=C1c2ccccc2S(=O)(=O)c2cc(C(=O)N3CCC(C(=O)N4CCCCC4)CC3)ccc21,83
Cc1cc(NC(=O)CN2CCN(Cc3ccccc3)CC2)nc2c1c(=O)oc1ccccc12,13
CC(C)(C)OC(=O)NCCCC[C@H](NC(=O)c1[nH]cnc1C(=O)Nc1ccc(CNC(=O)OC(C)(C)C)cc1)C(=O)OC(C)(C)C,-9
COC(C[C@@H]1O[C@H]1[C@H](O)[C@@H](C)OCc1ccccc1)OC,-9

(more compounds)
Molecule,SUMO Mot1 rescue
CC(C)C1=CC2=CCC3C(C)(C(=O)O)CCCC3(C)C2CC1 (centres undefined) (tested in a mixture with another compound),63
CC(Oc1ccc(Cl)cc1Cl)C(=O)Nc1ccc(S(=O)(=O)Nc2cnc3ccccc3n2)cc1 (centres undefined),2
CCC[C@@H]1C[C@@H](C(=O)N[C@@H](C2O[C@H](SC)[C@H](O)[C@@H](O)[C@H]2O)[C@H](C)Cl)N(C)C1 (some centres undefined),151
C#CCOCCOCCOCCNc1nc(N2CCN(C(=O)[C@H](Cc3cc4ccccc4[nH]3)n3cc([C@@H](N)C(C)CC)nn3)CC2)nc(N2CCN(C(=O)[C@H](CCCCN)n3cc([C@@H](N)CC(C)C)nn3)CC2)n1 (some centres undefined),2
CC1(C)NC(=O)N(CCCCOc2ccccc2[N+](=O)[O-])C1=O,6
Cc1ccc(C(=O)CCC(=O)O)cc1,28
C#CCOCCOCCOCCNc1nc(N2CCN(C(=O)CCCCCCCCCCNC(=O)[C@H](CCCCN)n3cc(C)nn3)CC2)nc(N2CCN(C(=O)CCCCCCCCCCNC(=O)[C@H](CCCN=C(N)N)n3cc(C[C@@H](C)CC)nn3)CC2)n1,-15
Cc1ccc2c(=O)n3c(nc2c1)C(CC(C)C)NC(=O)c1ccc(Cl)cc1-3 (centres undefined),10
CC(C)(C)c1ccc(-c2nc(O)c(CC(=O)O)s2)cc1,2
COc1ccc(/C=C2\CCCc3c2nc2ccccc2c3C(=O)O)cc1OC,39
COc1ccc2nc3cc(Cl)ccc3c(Nc3cc(CN4CCCC4)c(O)c(CN4CCCC4)c3)c2n1,29
CCN(CC)C(=O)c1ccc2c(=O)n(Cc3cccc(Br)c3)c(=S)[nH]c2c1,3
CCCCCCC(=O)N(O)C1CC(=O)N(c2ccccc2)C1=O (centres undefined),321*
Cc1ccc(S(=O)(=O)N2CCN(C3CCC(c4ccccc4)CC3)CC2)cc1 (centres undefined),227
Cc1nc2ccccc2c(=O)n1/N=C1\C(=O)N(C)c2ccccc21,-16
CCCC(=O)NC(Nc1ccccc1F)C(Cl)(Cl)Cl (centres undefined),4
CCC1SC2=NCN(c3ccccc3)CN2C1=O (centres undefined),108
N[C@@H](Cc1cc(I)c(Oc2cc(I)c(O)c(I)c2)c(I)c1)C(=O)O,6
O=C(CN1C(=O)c2ccccc2C1=O)Oc1ccc(F)cc1,23
O=C1CN(/N=C/c2ccc([N+](=O)[O-])o2)C(=O)N1,6
Clc1ccc(Cn2c(CN3CCCC3)nc3ccccc32)cc1,-26
CCOC(=O)C1CCCN(C(=O)CN2CCN(Cc3ccc(Cl)cc3)C2=O)C1 (centres undefined),9
COc1ccc(/C=C/C(=O)c2ccc([N+](=O)[O-])o2)cc1OC,60
COc1ccccc1-c1cc(C(=O)N2CCc3ccccc3C2)c2ccccc2n1,-9
COC(=O)c1ccc(CSCc2ccc(C#N)cc2)cc1,-7

Continuation.
Molecule,SUMO Mot1 rescue
Cc1ccc(-c2ccc3c(c2)S(=O)(=O)c2ccccc2C3=O)cc1,15
COC(=O)C/C=C/[C@@H](C)[C@@H](/C=N/O[C@H](C)c1cn([C@@H]2COC[C@H]2O)nn1)NS(=O)(=O)c1ccc(C)cc1,-7
CCO[C@H]1OC(C(N)=O)=C[C@@H](C2CC2)[C@@H]1CCCO,2
CC(C)c1ccc2oc3nc(N)c(C(=O)O)cc3c(=O)c2c1,8
O=C1C=CC[C@H](/C=C/C[C@@H](O)C[C@H](O)CCc2ccccc2)O1,-3
O=S(=O)(c1ccccc1)N1CCCc2ccccc21,1
COc1ccc2nc3n(c(=O)c2c1)-c1ccccc1C(=O)NC3Cc1ccccc1 (centres undefined),2
O=C1c2ccccc2C(=O)N1OS(=O)(=O)c1ccccc1,128
Cn1c(=O)[nH]c(=O)c2c1nc(N1CCCCCC1)n2CCCSc1nnnn1-c1ccccc1,-4
Cc1ccc(S(=O)(=O)c2c[nH]c3cc4c(cc3c2=O)OCO4)cc1,-17
Cc1cc(C)c2cc(C#N)c(N3CCCN(S(=O)(=O)c4ccccc4)CC3)nc2c1,-18
COc1ccc(-c2nnc(SCC(=O)N3CCCC3)o2)cc1OC,6
O=C(O)c1cc(-c2ccc(O)cc2)nc2ccccc12,-18
CCOc1cccc(/C(O)=C2/C(=O)C(=O)N(CCN3CCOCC3)C2c2ccncc2)c1 (centres undefined),-5
CCOC(=O)N1CCN(S(=O)(=O)c2ccc(C(=O)NNc3nc4c(C)cc(C)cc4s3)cc2)CC1,1
O=C(Nc1ccc(F)cc1)C1=CC(=O)N2CCN=C2S1,2
Cc1noc(C(=O)Nc2ccc(Cl)cc2)c1Cl,7
Cc1sc(NC(=O)CN(C)C2CCCCC2)nc1-c1ccc2c(c1)CCN2S(=O)(=O)c1ccccc1,-20
CCOC(=O)/C(C#N)=C1\SS/C(=C(/C#N)C(=O)OCC)S1,35
CNC(=O)c1c(NC(=O)c2cc(-c3cc(C)c(C)cc3O)n[nH]2)sc2c1CCCC2,26
O=C(NCc1ccco1)c1ccc2nc3sc4c(c3c(=O)n2c1)CCCC4,6
Nc1ccc(C(=O)Oc2ccc([N+](=O)[O-])cc2)c(O)c1,-1
CC(=O)N1C(=O)N(C)C2C1N(C)C(=O)N2C(C)=O (centres undefined),2
COC(=O)CCC(=O)OC1(C)C(=O)C2=CN(CCN3CCOCC3)C(c3ccc(OC)cc3)=CC2=C(Br)C1=O (centres undefined),-22
O=S(=O)(O)c1nc2ccccc2n1Cc1cccc2ccccc12,-4

Of the compounds above, these have a thiophene ring, fused or not:
Molecule,SUMO Mot1 rescue
O=C(C1CCN(c2ncnc3c2sc2cccc(F)c23)CC1)N1CCCC1,17
CNC(=O)c1c(NC(=O)c2cc(-c3cc(C)c(C)cc3O)n[nH]2)sc2c1CCCC2,26
O=C(NCc1ccco1)c1ccc2nc3sc4c(c3c(=O)n2c1)CCCC4,6

Remaining list, next part
Molecule,SUMO Mot1 rescue
C#CCOCCOCCOCCNc1nc(N2CCN(C(=O)C(Cc3ccc(O)cc3)n3cc(C(N)CC(C)C)nn3)CC2)nc(N2CCN(C(=O)C(Cc3cc4ccccc4[nH]3)n3cc(C(N)Cc4ccc(O)cc4)nn3)CC2)n1 (centres undefined),-6
CCCCNc1ccc(S(N)(=O)=O)cc1[N+](=O)[O-],17
CCCN1CCC(NC23CC4CC(CC(C4)C2)C3)CC1,-30
O=C1Nc2ccc(Br)cc2C1=Nc1ccc(-c2nnc3n2CCCCC3)cc1,-3
COc1ccc(S(=O)(=O)N2CC(C)N(S(=O)(=O)c3ccc(OC)cc3)CC2C)cc1 (centres undefined),-5
COC(=O)c1ccc(C(NC(=O)OCc2ccccc2)/C(F)=C/[C@@H](C)C(=O)NCc2ccc(-c3ccccc3)cc2)cc1 (some centres undefined),0
Cc1ccc(O)c(C(=O)c2cnn(C(=O)COc3ccccc3C#N)c2)c1,5
Cn1nc(OC(=O)Nc2ccc(Cl)cc2)cc1C(F)(F)F,48
CC1(C(=O)CSc2ncn[nH]2)CCC(=O)O1 (centres undefined),-11
CCC(=O)N1CCc2cc(Br)cc(S(=O)(=O)Nc3c(C)n(C)n(-c4ccccc4)c3=O)c21,-1
CCOC(=O)c1[nH]c2ccc(OC)cc2c1NC(=O)CCN1CCC(C)CC1,11
O=C(Nc1nc2c(ccc3ccccc32)s1)c1cc([N+](=O)[O-])ccc1N1CCOCC1,0
COc1ccc(N=CC2=C(Nc3ccc(OC)cc3)c3c(C)nn(-c4ccccn4)c3CC2)cc1,-20
Cc1ccc(C2C3=C(Nc4[nH]n(-c5ccccc5)c(=O)c42)c2ccccc2C3=O)cc1 (centres undefined),-24
CCCC(C)C(=O)OCC(=O)Nc1ccc(Br)cc1 (centres undefined),-3
Cc1cc(-c2ccccc2)c2c(n1)sc1c(O)cc(=O)[nH]c12,-1
CCC(C)C(NC(N)=O)C(=O)NC1CCC(C)CC1 (centres undefined),7
CCOC(=O)CSc1nc2ccc(N3CCOCC3)cc2c(=O)n1Cc1ccc2c(c1)OCO2,-7
Cc1cc(C)nc(SCC(=O)NC2=NC(=O)C(C)S2)n1 (centres undefined),-10
O=c1[nH]c2cc3c(cc2cc1C(c1nnnn1Cc1ccccc1)N1CCCc2ccccc21)OCO3 (centres undefined),-5
COc1ccc2nc3n(c(=O)c2c1)-c1ccc(Cl)cc1C(=O)NC3Cc1ccccc1 (centres undefined),4
c1ccc2c(c1)nnn1c3ccccc3nc21,-19
CC1Cc2ccccc2N1C(=O)CSc1nnc(NC(=O)Cc2cccs2)s1 (centres undefined),122
c1cc2c(cc1OCCNC1CCCC1)CCC2,10
Cc1c(C(=O)NN2CCCCC2)nn(-c2ccc(Cl)cc2Cl)c1-c1ccc(I)cc1,-8

Molecules shown so far that contain a tert-butyl group, in the order listed:
Molecule,SUMO Mot1 rescue
CC(C)(C)OC(=O)NCCCC[C@H](NC(=O)c1[nH]cnc1C(=O)Nc1ccc(CNC(=O)OC(C)(C)C)cc1)C(=O)OC(C)(C)C,-9
CC(C)(C)c1ccc(-c2nc(O)c(CC(=O)O)s2)cc1,2

Arranged by value in SUMO Mot1 rescue (falling): 4 from the list above.
Molecule,SUMO Mot1 rescue
COC(=O)c1ccc(C(NC(=O)OCc2ccccc2)/C(F)=C/[C@@H](C)C(=O)NCc2ccc(-c3ccccc3)cc2)cc1 (some centres undefined),0
CCC(=O)N1CCc2cc(Br)cc(S(=O)(=O)Nc3c(C)n(C)n(-c4ccccc4)c3=O)c21,-1
O=C1Nc2ccc(Br)cc2C1=Nc1ccc(-c2nnc3n2CCCCC3)cc1,-3
Cc1cc(C)nc(SCC(=O)NC2=NC(=O)C(C)S2)n1 (centres undefined),-10

(next part)
Molecule,SUMO Mot1 rescue
O=C(CC(Sc1ccc(Br)cc1)C(=O)O)c1ccc(Br)cc1 (centres undefined),3
C#CCOCCOCCOCCNc1nc(N2CCN(C(=O)[C@H]([C@@H](C)CC)n3cc([C@@H](N)CO)nn3)CC2)nc(N2CCN(C(=O)[C@H](CCCCN)n3cc([C@@H](N)CC(C)C)nn3)CC2)n1,5
CCOc1cccc(C2c3c(oc4ccccc4c3=O)C(=O)N2c2ccccn2)c1 (centres undefined),11
O=[N+]([O-])c1ccc2sc(SCc3nc4ccccn4c3Br)nc2c1,-14
CCCC[C@@H]1CNC(=O)C(=O)N1CCc1cccc2ccccc12,4
Cc1ccc(CNc2ccc3c(c2)OCO3)c(C)c1,-15
CC(C)(C)c1ccc(C(CC(=O)O)NC(=O)Cc2ccc(F)cc2)cc1 (centres undefined),5
Cc1nn(Cc2ccccc2Cl)c(C)c1NC(=O)CSc1n[nH]c(C)c1[N+](=O)[O-],-3
Cc1cccc2cc(COC(=O)c3cccc([N+](=O)[O-])c3)c(=O)[nH]c12,-12
Cc1cccc(C)c1NC(=O)C(C)N (centres undefined),-3

Not all compounds are listed; count on the stated rates, not on these rows.
